KOR beta-arrestin-1 = kappa opioid receptor activators – cell-based, luminescence, uHTS, primary screen (AID 1777) | one-dose activation, % at 10 µM; EC50 in µM for titrated hits | 0.02% of 280,000 active | KOR beta-arrestin recruitment, luminescence; higher % means a stronger effect; in the data active = activation above about 50%, passing the limit was not always enough; also: a part of the inactive calls stands beside numbers as strong as those of hits
KOR beta-arrestin-2 = KOR antagonists, beta-arrestin recruitment, cell-based, luminescence, uHTS (AID 1778); KOR beta-arrestin recruitment, luminescence, antagonist mode; higher % means a stronger effect; one-dose inhibition, % at 10 µM; IC50 in µM for titrated hits; 0.091% of 290,000 active; also: strong numbers were not always called active
TNAP activation fold = stimulation of alkaline phosphatase TNAP activity – biochemical, luminescent, no phosphate acceptor, uHTS, primary screen (AID 1001). 0.03% of 200,000 active. purified TNAP, luminescent activation assay, no phosphate acceptor; higher activation fold means a stronger effect. activation fold at 20 µM, or EC50 in µM where a hit was titrated; in the data active = activation fold from about 3, or a potency from the dose series; inactive = the rest, 99 in 100 with activation fold below about 1.6; also: many of its hits are not listed in these tables
human PMI inhibitors = MPI inhibition at elevated mannose 6-phosphate – biochemical, fluorescence intensity, high mannose 6-phosphate, primary screen (AID 1220); 0.66% of 190,000 active; one-dose inhibition, % at 20 µM; IC50 in µM for titrated hits; recombinant PMI enzyme, coupled fluorescence intensity; higher % means a stronger effect
XIAP displacement = XIAP antagonists, biochemical, IAP family, fluorescence polarization (AID 1018). XIAP BIR domain, fluorescence polarization peptide displacement; higher % means a stronger effect. displacement, % at 20 µM; hits with a dose series show IC50 in µM. 0.007% of 200,000 active; in the data active = displacement above about 50%; also: a part of the inactive calls stands beside numbers as strong as those of hits
LYP phosphatase = inhibitors of LYP phosphatase, biochemical, fluorescence intensity, uHTS (AID 1779); recombinant LYP phosphatase, fluorescence intensity; higher % means a stronger effect; inhibition, % at 11.5 µM, or IC50 in µM where a hit was titrated; 0.054% of 290,000 active;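 also: plate controls were vehicle with enzyme for no effect and no enzyme for full effect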
NOD1 inhibition = NOD1 signaling inhibitors, primary screen, cell-based, luminescence, uHTS (AID 1578). 1% of 290,000 active. inhibition, % at 4 µM; hits with a dose series show EC50 in µM. NOD1-driven NF-kB luciferase reporter cells, luminescence; higher % means a stronger effect; in the data active = inhibition mostly above about 36%, no sharp cut-off; inactive = mostly below about 34%;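 also: HEK-293T reporter cells stimulated with the NOD1 agonist gamma-tri-DAP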
PMI inhibitors = inhibitors of human PMI, primary screen, biochemical, fluorescence intensity, coupled assay (AID 1209) | purified PMI enzyme, coupled fluorescence intensity; higher % means a stronger effect | one-dose inhibition, % at 20 µM; IC50 in µM for titrated hits | 0.42% of 190,000 active;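 also: plate controls were DMSO vehicle for no effect and wells lacking substrate for full effect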
HEK293 NOD2/NF-kB = NOD2 signaling inhibitors, cell-based, luminescence, uHTS, HEK293 (AID 1566) | inhibition, % at 4 µM; hits with a dose series show EC50 in µM | 0.63% of 290,000 active | HEK293 NOD2/NF-kB luciferase reporter, luminescence; higher % means a stronger effect; also: many of its hits are not listed in these tables
Starred values were filed as active, the others as inactive; . = not tested or not shown; [ ] = another dose, or the depositor's remark. Rule as the data show it, unless noted: active = inhibition above about 50%; inactive = the rest. This is a subset; rates above refer to the full screens.

SMILES	KOR beta-arrestin-1	KOR beta-arrestin-2	TNAP activation fold	human PMI inhibitors	XIAP displacement	LYP phosphatase	NOD1 inhibition	PMI inhibitors	HEK293 NOD2/NF-kB
COC(=O)[C@@]1(Cc2ccc(OC)cc2)[C@H]2c3cc(C(=O)N(C)C)n(Cc4ccc(OC(F)(F)F)cc4)c3C[C@H]2CN1C(=O)c1ccccc1	2.9%	9%	1.1	10%	-8.4%	8%	-27%	14%	4%
Oc1ccc(-c2nc3ncccn3c2Nc2ccc3c(c2)OCCO3)cc1	-1.9%	4%	1	23%	-5.3%	-4%	-25%	24%	6%
Cn1cccc1C(=O)NS(=O)(=O)c1ccccc1Cl	-1.3%	14%	1	-20%	-11%	-8%	9%	-16%	2%
CN(c1ccc(C(=O)NCc2ccncc2)cc1)S(C)(=O)=O	-0.8%	20%	1	12%	-5.4%	5%	-21%	16%	7%
CC(=O)c1c(C(C)=O)c(C)n(-c2ccc3ncccc3c2)c1C	.	0%[20 µM]	1.1	3%	-5.7%	-5%	-7%	6%	2%
O=C(COC(=O)C1CC1)Nc1ccc(OC(F)F)cc1	.	-11%	1.1	9%	-8.3%	-9%	-31%	16%	6%
Cc1cc(C(=O)N2CCCC(Nc3ccc(F)cc3)C2)c(C)o1 (configuration not stated)	12%	-9%	.	.	.	-7%	-9%	.	12%
CC(C)(C)OC(=O)NCCCC[C@@H](C(=O)N1CCN(C(=O)OC(C)(C)C)CC1)n1cc(C(CO)NC(=O)OC(C)(C)C)nn1 (some centres not stated)	-4.2%	4%	1.1	-8%	-5.3%	-1%	-30%	-4%	-2%
Cc1cc(=O)c2ccc(C(F)(F)F)cc2[nH]1	-2.8%	16%	.	.	.	-7%	-14%	.	-3%
C(=N\Nc1nnnn1-c1ccccc1)/c1ccncc1	-3.0%	-11%	1.1	7%	-1.3%	-2%	10%	6%	10%
CCC(=O)n1nc(-c2cccnc2)nc1NCc1cccs1	4.2%	-13%	0.3	9%	-2.6%	-4%	-18%	11%	-2%
N#C/C(=C\C1CC=CCC1)c1nc2ccccc2[nH]1 (configuration not stated)	-2.6%	15%	1.1	8%	-0.5%	1%	13%	8%	5%
Cc1cccc(NC(=S)N/N=C/c2c[nH]c3ccccc23)c1	2.0%	-98%	1.1	-1%	-6.3%	-2%	-38%	-2%	-84%
COc1ccc(S(=O)(=O)N(CC(C)C)CC(C)C)c2cccnc12	3.9%	14%	1.1	10%	-5.7%	4%	-6%	8%	-1%
CCC(=O)N1CCN(CCN=CC2=C(O)CC(C)(C)CC2=O)CC1	-4.2%	12%	1.1	13%	-3.5%	3%	-27%	14%	-6%
Cc1c2n(c3ccccc13)CCC2=O	-0.7%	-5%	.	.	.	-4%	-4%	.	-2%
CC(=O)Nc1ccc2oc(C)nc2c1	-3.1%	12%	1.2	-4%	-4.0%	-2%	-11%	-6%	15%
Cc1cccc(NC(=O)CSc2nnc(-c3ccco3)o2)c1	0.9%	-29%	1.1	1%	-6.6%	-2%	-32%	6%	2%
COc1ccc(C(=O)NNC(=O)CSc2nnc(-c3cccnc3)n2C)cc1	0.5%	-45%[20 µM]	1.1	-4%	-4.7%	-6%	-28%	-3%	-13%
O=C(CNC(=O)c1ccccc1F)N/N=C/c1cc(Br)ccc1OCc1ccccc1	-1.3%	-30%	1.1	21%	-12%	11%	-10%	26%	18%
Cc1oc(CC(C)C)cc1C(=O)Nc1cccc2ccccc12	-1.9%	10%	1.2	8%	-1.0%	-3%	9%	16%	13%
COc1cc(/C=C/C(=O)O)cc(S(=O)(=O)NC2CCCC2)c1OC	-1.1%	28%	.	.	.	0%	8%	.	17%
Brc1ccc(-c2nnc(-c3ccccc3Br)o2)cc1	-0.4%	-30%	1	1%	-6.9%	-3%	-83%	5%	-122%
Cc1ccc(C(=O)Nc2cccc(C(=O)O)c2)cc1S(=O)(=O)N1CCOCC1	-4.3%	3%	1.1	1%	0.0%	-4%	-2%	-4%	0%
CCOC(=O)c1cc(C)n(-c2c(C)n(C)n(-c3ccccc3)c2=O)c1C	2.8%	-33%	1.1	10%	-6.0%	-1%	-13%	11%	-19%
Cc1ccc(NS(=O)(=O)c2ccc(-c3csc(C)n3)s2)c(C)c1	3.6%	-2%	.	.	.	1%	2%	.	28%
CCN(C(=O)COc1ncnc2ccc(Br)cc12)C1CCS(=O)(=O)C1 (configuration not stated)	3.5%	-14%	0.9	-13%	-4.9%	-2%	-20%	-8%	-12%
N#Cc1nc(COc2ccc(F)cc2)oc1NCCN1CCOCC1	-0.7%	-36%	1.1	-8%	-7.2%	-10%	-9%	-2%	-1%
CNc1ccc(Br)cc(C(=O)/C=C/c2cc(OC)ccc2OC)c1=O	-2.7%	-23%	0.9	20%	-8.9%	0%	-25%	-7%	2%
COc1ccc(-c2nnc(SCC(=O)NCCC(C)C)nc2-c2ccc(OC)c(OC)c2)cc1OC	-2.9%	-1%	.	.	.	-2%	-7%	.	4%
Cc1cc(C)nc(N2CCCC(C(=O)NC(C)CCc3ccco3)C2)n1 (configuration not stated)	-2.2%	-14%	1.1	13%	-8.0%	-4%	-15%	12%	-5%
N#C/C(=C/c1cccc([N+](=O)[O-])c1)c1nnc2n1CCCCC2	-0.8%	-9%	1	-13%	-3.8%	-2%	-32%	-8%	13%
Cc1ccc(N(C(=O)Cn2nnc(-c3ccccc3)n2)C(C(=O)NC2CCCCC2)c2ccccn2)cc1C (configuration not stated)	1.2%	-11%	1.1	6%	-5.4%	7%	-30%	8%	-4%
NS(=O)(=O)c1ccc(Nc2nc(-c3ccc4ccccc4c3)cs2)cc1	0.4%	-25%	1	3%	-4.6%	-4%	-12%	1%	23%
CC(=O)Nc1nnc(SCC(=O)NC2CCCC2)s1	0.0%	-56%	.	.	.	-8%	-34%	.	-15%
CC(C)(C)CC(=O)N[C@@H](Cc1ccccc1)c1nc2ccccc2[nH]1	2.0%	7%	.	.	.	-7%	7%	.	-5%
C/C(=N\Nc1cc(N2CCOCC2)ncn1)c1ccccc1	5.2%	-52%[20 µM]	.	.	.	-4%	-70%	.	-95%
COc1ccc(C(=O)N[C@H]2COC(C)(C)O[C@H]2c2ccccc2)cc1	5.7%	-35%	1	-10%	-4.4%	-4%	16%	-11%	-4%
c1cc(CSc2nnc(-c3ccc4c(c3)OCO4)o2)ccn1	-3.9%	34%	1.1	-3%	1.4%	-9%	-31%	-2%	-38%
C=CCOc1nc(-c2ccccc2Cl)nc2ccccc12	-2.7%	18%	.	.	.	-6%	2%	.	27%
Cc1ccc(Cn2c(=O)n(-c3ccccc3)c(=O)c3ccc(C(=O)NCc4ccco4)cc32)cc1	1.6%	-18%	1	8%	-18%	2%	-35%	8%	0%
Cc1ccc(CN(C#N)c2nc(C)cc(C)n2)cc1	-1.4%	25%	1	7%	-1.1%	-8%	-27%	10%	0%
Cc1ccccc1Nc1c(-c2ccccn2)nc2c(C)cccn12	-11%	11%	1	2%	-6.9%	1%	-6%	-1%	0%
O=C(CSc1nc(Nc2ccccc2)nc(N2CCOCC2)n1)N1CCCC1	-1.8%	5%	1.1	-2%	-0.5%	-3%	-10%	2%	4%
Clc1cccc(CSc2nc3ccncc3[nH]2)c1	-6.8%	22%	1.2	3%	-0.1%	0%	-23%	-7%	-19%
COc1ccccc1NC(=O)CN1C(=O)CC(C)S(=O)(=O)c2ccccc21 (configuration not stated)	-0.8%	-5%	.	.	.	-8%	-10%	.	13%
Cc1ccc(/C=C2\SC(N3CCCCC3)=NC2=O)cc1	8.3%	-34%[20 µM]	.	.	.	-8%	-30%	.	-23%
O=C(Nc1ccc2oc(-c3ccncc3)nc2c1)c1ccc(Br)o1	-3.8%	9%	.	.	.	-8%	-39%	.	27%
Cc1ccc(/C=N/NC(=O)C(O)c2ccccc2)o1 (configuration not stated)	-0.4%	17%	.	.	.	-1%	-12%	.	6%
Cc1ccc(C23CC4CC(CC(C(=O)N5CCOCC5)(C4)C2)C3)cc1	0.9%	-11%	0.9	2%	-6.6%	-3%	14%	3%	19%
CCN(C(=O)COC(=O)c1ccc2c(=O)n3c(nc2c1)CCC3)C1CCS(=O)(=O)C1 (configuration not stated)	-4.4%	6%	1.1	5%	-6.0%	2%	-34%	-8%	-8%
CN(c1ccccc1)c1nc(N)c([N+](=O)[O-])c(N2CCCCCC2)n1	1.8%	11%	.	.	.	1%	0%	.	9%
Cc1ccc(CNC(=O)CCS(=O)(=O)c2ccc3c(c2)NC(=O)C(C)S3)cc1 (configuration not stated)	-0.8%	-16%	.	.	.	-15%	-15%	.	22%
O=C(NCc1nc2ccccc2[nH]1)c1cccc(S(=O)(=O)N2CCCCC2)c1	0.3%	-2%	1.2	-18%	-3.3%	-6%	-34%	-21%	5%
O=S(=O)(c1ccccc1C(F)(F)F)N1CCN(S(=O)(=O)c2ccccc2C(F)(F)F)CC1	4.7%	-63%	1.1	-4%	-0.2%	-5%	-4%	-3%	6%
Cc1ccc(C(=O)CN2CCN(c3ccccn3)CC2)c(C)c1	-2.1%	-2%	.	.	.	-9%	-16%	.	-16%
CC(C)(C)c1csc(NC(=O)c2cccnc2)n1	-7.1%	-27%[20 µM]	.	.	.	-9%	-7%	.	12%
O=C1CC(C(=O)Nc2ccc(C(=O)N3CCOCC3)cc2)C2(CCCCC2)O1 (configuration not stated)	-4.1%	37%	1.1	6%	2.5%	-7%	-28%	4%	-5%
CC1(C)CC(=O)C2=C(C1)N(c1ccc(F)cc1)C(=O)NC2(C(F)(F)F)C(F)(F)F	-0.6%	-10%	1.1	3%	-3.2%	-3%	18%	7%	15%
Cc1nc2nc[nH]n2c(=O)c1NC(=O)CCc1ccccc1	1.4%	30%	1.1	3%	-4.2%	0%	-17%	10%	4%

Continued.
SMILES	KOR beta-arrestin-1	KOR beta-arrestin-2	TNAP activation fold	human PMI inhibitors	XIAP displacement	LYP phosphatase	NOD1 inhibition	PMI inhibitors	HEK293 NOD2/NF-kB
C=CCn1c(Cc2nc3ccccc3[nH]2)n[nH]c1=S	-2.8%	37%	1.4	-17%	1.3%	3%	-22%	6%	5%
Cc1ccc(S(=O)(=O)N2CCCC(C(=O)NCc3ccccn3)C2)cc1 (configuration not stated)	-3.2%	11%	1	7%	-2.8%	2%	-17%	12%	-2%
CCN(CC)C(=O)C1CCCN(c2ccc([N+](=O)[O-])cc2/C=N/NC(=O)c2cccc(Br)c2)C1 (configuration not stated)	-0.3%	-42%	1	17%	-5.0%	10%	.	20%	8%
O=C(Nc1nnc(CCS(=O)(=O)c2ccc3ccccc3c2)s1)c1ccc([N+](=O)[O-])cc1	3.8%	15%	1.1	-12%	-2.8%	-12%	-1%	-13%	14%
Cc1ccc2[nH]c(C(F)(F)F)cc(=O)c2c1	.	5%	.	.	.	-9%	4%	.	13%

Single records (already shown).
Shown for `Cc1ccc2[nH]c(C(F)(F)F)cc(=O)c2c1` : KOR beta-arrestin-1 = .; KOR beta-arrestin-2 = 5%; TNAP activation fold = .; human PMI inhibitors = .; XIAP displacement = .; LYP phosphatase = -9%; NOD1 inhibition = 4%; PMI inhibitors = .; HEK293 NOD2/NF-kB = 13%
Shown for `CCN(CC)C(=O)C1CCCN(c2ccc([N+](=O)[O-])cc2/C=N/NC(=O)c2cccc(Br)c2)C1` (configuration not stated) : KOR beta-arrestin-1 = -0.3%; KOR beta-arrestin-2 = -42%; TNAP activation fold = 1; human PMI inhibitors = 17%; XIAP displacement = -5.0%; LYP phosphatase = 10%; NOD1 inhibition = .; PMI inhibitors = 20%; HEK293 NOD2/NF-kB = 8%

Assay outcomes (PubChem BioAssay)
